Screens as filed in PubChem.
Anthrax LF prot – Bacillus anthracis LF protease inhibitors, primary screen, biochemical, multiplex microsphere, MLPCN library. inhibition, % at 10 µM. AID 588501, 2011. 360,000 tested, 0.12% active. multiplex microsphere protease cleavage assay; in the data active = inhibition above about 30%; also: plate controls were buffer without enzyme for full effect and enzyme alone for no effect
Target sequence (P15917 whole entry, looked up): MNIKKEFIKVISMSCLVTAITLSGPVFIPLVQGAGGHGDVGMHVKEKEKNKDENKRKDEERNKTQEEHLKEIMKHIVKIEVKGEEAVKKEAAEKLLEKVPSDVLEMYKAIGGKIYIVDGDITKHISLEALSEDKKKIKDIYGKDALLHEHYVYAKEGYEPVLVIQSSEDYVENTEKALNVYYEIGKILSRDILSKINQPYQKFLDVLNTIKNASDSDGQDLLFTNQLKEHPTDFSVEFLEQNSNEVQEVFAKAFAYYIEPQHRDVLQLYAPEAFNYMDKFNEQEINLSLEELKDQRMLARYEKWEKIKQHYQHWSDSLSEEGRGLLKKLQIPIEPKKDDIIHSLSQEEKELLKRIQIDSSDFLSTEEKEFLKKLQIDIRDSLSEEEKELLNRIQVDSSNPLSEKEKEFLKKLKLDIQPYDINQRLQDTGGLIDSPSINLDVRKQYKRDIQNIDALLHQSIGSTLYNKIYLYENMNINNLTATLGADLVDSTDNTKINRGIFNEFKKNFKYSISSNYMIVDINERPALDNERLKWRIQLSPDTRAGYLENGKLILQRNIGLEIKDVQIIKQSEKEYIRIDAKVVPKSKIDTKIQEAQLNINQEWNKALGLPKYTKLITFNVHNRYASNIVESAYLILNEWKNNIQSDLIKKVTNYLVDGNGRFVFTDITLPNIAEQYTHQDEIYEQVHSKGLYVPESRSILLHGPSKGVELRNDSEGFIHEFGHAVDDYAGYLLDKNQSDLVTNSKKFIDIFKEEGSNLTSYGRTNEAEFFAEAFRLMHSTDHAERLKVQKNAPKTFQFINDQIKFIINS
PfHsp40 rescue – rescue of yeast from PfHsp40 toxicity, primary screen, S. cerevisiae, ATP luminescence | S. cerevisiae expressing PfHsp40, growth rescue | growth rescue, % at 12.5 µM | 340,000 tested, 0.68% active | AID 504582, 2011; in the data active = growth rescue above about 28%, passing the limit was not always enough;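 also: yeast W303a lacking pdr1 and pdr3 grown in galactose medium; growth measured after three days at 30 °C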
Rv3671c inh – Rv3671c serine protease inhibitors, primary screen, biochemical, fluorescence polarization, M. tuberculosis H37Rv; P9WHR9; inhibition, % at 5.96 µM; 320,000 tested, 0.048% active; in the data active = inhibition above about 38%;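 also: extracellular domain of Rv3671c used as enzyme; 0% = enzyme with DMSO and 100% = no enzyme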
TcdB GH inh – TcdB glycohydrolase inhibitors, primary screen, biochemical, single point, plate reader | Toxin B (Clostridioides difficile), P18177 | TcdB glycohydrolase enzymatic assay | inhibition, % at 9.99 µM | 350,000 tested, 0.24% active; in the data active = inhibition above about 10%
DUSP3 inh – VHR1 phosphatase inhibitors, primary screen, biochemical, absorbance, uHTS. Dual specificity protein phosphatase 3 (Homo sapiens), P51452. recombinant VHR phosphatase, pNPP absorbance. 290,000 tested, 0.52% active. inhibition, % at 13.3 µM; in the data active = inhibition above about 50%; also: some compounds called inactive have numbers as strong as hits
Target sequence (P51452 whole entry, looked up): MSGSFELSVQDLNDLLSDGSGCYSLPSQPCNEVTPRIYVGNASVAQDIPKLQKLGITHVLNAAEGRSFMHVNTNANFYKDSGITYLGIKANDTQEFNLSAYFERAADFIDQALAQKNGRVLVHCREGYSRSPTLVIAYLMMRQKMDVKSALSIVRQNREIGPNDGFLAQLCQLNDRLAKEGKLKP
SSB-PriA inh – inhibitors of Klebsiella pneumoniae PriA binding to SSB C-terminal tail, primary screen, biochemical, AlphaScreen; PriA–SSB C-terminal tail interaction (Klebsiella pneumoniae); AlphaScreen SSBct-PriA binding, biotinylated peptide; inhibition, % at 33 µM; 430,000 tested, 0.6% active; AID 1272365, 2023; in the data active = inhibition mostly above about 37%, no sharp cut-off; inactive = mostly below about 20%;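 also: plate controls were negative control peptide for no effect and reference peptide for full effect; strong numbers were not always called active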
3CLpro inhibitor – SARS-CoV 3CLpro protease inhibitors, primary screen, biochemical, quenched FRET. Replicase polyprotein 1ab (Severe acute respiratory syndrome coronavirus), P0C6X7. recombinant SARS-CoV 3CLpro, quenched FRET peptide cleavage. inhibition, % at 6 µM. 290,000 tested, 0.14% active. AID 1706, 2009; in the data active = inhibition above about 12%
MazF activator – activators of E. coli MazEF toxin-antitoxin RNase, primary screen, biochemical, fluorescence, uHTS. FAM/BHQ RNA-DNA oligo cleavage fluorescence, 5 h. Endoribonuclease toxin MazF (Escherichia coli (strain K12)), P0AE70. AID 504720, 2011. 350,000 tested, 0.32% active. activation, % at 20 µM; in the data active = activation above about 50%
Y pestis TopoI – Yersinia pestis topoisomerase I inhibitors, primary screen, biochemical, cleavage product accumulation, plate reader, single point; DNA topoisomerase I (Yersinia pestis CO92); Y. pestis Topo-I cleavage product accumulation; activity, % at 10 µM; 360,000 tested, 0.064% active; in the data active = activity above about 50%, passing the limit was not always enough; also: inactives centre near 2
Vc quorum ag – inducers of Vibrio cholerae quorum light production without autoinducers, primary screen, BH1578 luxS cqsA deficient, single point; V. cholerae BH1578 lux reporter, luminescence, 6 h; activation, % at 18.7 µM; 350,000 tested, 0.16% active; AID 588436, 2011; in the data active = activation mostly above about 9.7%, no sharp cut-off; also: not every result past the cut was called active; inactives centre near 0; reference of the scale not given here
* hit, by the source's call; i = inactive; nt = no result given; & = joins results of further samples. The list is partial. The share of hits here may be higher or lower than overall.

Compound	Anthrax LF prot	PfHsp40 rescue	Rv3671c inh	TcdB GH inh	DUSP3 inh	SSB-PriA inh	3CLpro inhibitor	MazF activator	Y pestis TopoI	Vc quorum ag
N#CC(C#N)C(c1ccsc1)c1c(-c2ccccc2)[nH][nH]c1=O (stereo not drawn)	0	1.0	-8	nt	-6	-14	-3	-9	1	i
COc1ccc(OC)c(NC(=O)[C@H]2CC=CC[C@H]2C(=O)O)c1	-3	0.4	1	nt	11	1	1	-1	1	i
COc1ccc(Cl)cc1NC(=S)NC1CCCC1	-4	-1.5	0	15*	25	-2	5	1	-3	-0.5
CCOCCn1c(CN2CCN(C(=O)c3ccco3)CC2)nc2c1c(=O)n(C)c(=O)n2C	-2	-0.4	-1	-0.7	25	2	-5	9	1	-0.2
COc1cc(C(=O)NCC(C)C)cc(OC)c1OC	-2	-0.7	5	nt	16	-1	2	0	1	-3.1
NC(=O)c1cc([N+](=O)[O-])ccc1NCc1ccc(C(=O)O)cc1	-11	-1.9	0	0.4	nt	-15	nt	40	0	-0.6
Cc1nn(Cc2ccccc2)c(Cl)c1C(=O)NCCc1ccc(Cl)cc1	0	1.6	-7	nt	-5	-6	1	-4	-2	-0.3
Cc1nccn1CC(=O)N/N=C/c1c[nH]c2ccccc12	-5	-1.7	1	0.5	18	nt	-3	-4	2	1.3
O=C(CO/N=C/c1ccccc1OC(F)F)N1CCc2ccccc21	-2	-1.1	2	0.8	5	nt	2	-1	3	-2.3
O=C1CSC(c2ccccc2F)N1c1ccccc1F (stereo not drawn)	-7	-2.0	1	0.6	2	-15	-1	-2	4	-1.1
Cc1ccccc1CN1CCCC(C(=O)N2CCCCC2)C1 (stereo not drawn)	-4	1.0	9	1.1	-7	1	-5	5	1	i
CCCCC(CC)CNC(=O)CN(C)S(=O)(=O)c1cccc2nsnc12 (stereo not drawn)	-1	2.6	-2	nt	26	-3	3	-2	17	-0.6
CC1CCN(c2cc(N(C)CCO)c([N+](=O)[O-])c3nonc23)CC1	0	-0.3	1	1.0	18	-6	-3	4	3	-0.6
CCOC(=O)C(NCCc1ccccc1F)(NC(C)=O)C(F)(F)F (stereo not drawn)	0	0.7	4	0.9	16	-2	-4	-2	-9	-0.5
CCn1c(SCC(=O)NC(C)(C)C)nc(O)cc1=O	3	0.4	1	nt	11	-17	0	6	-3	i
Cc1noc(C)c1COc1ccc(CC(=O)NCc2ccccc2)cc1	0	2.0	3	1.9	16	-6	-2	-25	0	-1.6
COc1cccc(Nc2n[nH]c(=S)s2)c1	-1	1.2	-14	2.0	28	-5	3	0	-1	-0.3
CCOC(=O)c1c(C)[nH]c(C(=O)OCC(=O)N(CC)c2c(N)n(Cc3ccccc3)c(=O)[nH]c2=O)c1C	2	0.7	nt	-0.3	nt	-6	nt	-9	5	1.6
COCCCN1C(=O)C(=O)/C(=C(/O)c2ccc(S(=O)(=O)N3CCCCC3)cc2)C1c1ccc(OC)cc1 (stereo not drawn)	-1	-1.0	-2	1.3	-18	nt	4	0	6	-3.4
O=C(CN1C(=O)c2ccccc2S1(=O)=O)N1CCN(Cc2ccc3c(c2)OCO3)CC1	-4	-1.7	6	nt	-20	-2	-2	-17	0	-0.9
COc1ccc(N2CCN(C(CNC(=O)c3cccc(Cl)c3)c3cccnc3)CC2)cc1 (stereo not drawn)	1	0.0	-8	nt	2	4	-6	4	25	2.6
Cc1cc2occ(CC(=O)NC3(C)CCS(=O)(=O)C3)c2cc1C (stereo not drawn)	-5	-0.1	0	0.5	24	-2	-1	-11	5	i
CCOc1ccc(C2NC(=O)C(C#N)=C(S)N2c2cccc(C)c2)cc1OC (stereo not drawn)	-2	2.2	-3	0.5	11	-4	3	1	1	i
C=CCOc1ccc(C2OC34CCCCC3C(C#N)(C#N)C2(C#N)C(=N)O4)cc1 (stereo not drawn)	10	-1.0	7	nt	20	-8	-4	10	22	i
CN(C)CC1CCCCC1OC(=O)Cc1ccc(Cl)c([N+](=O)[O-])c1 (stereo not drawn)	8	1.1	-11	0.2	7	-9	1	6	-5	-0.2
O=C(c1cccc(F)c1)N1CCN(C(=O)C(c2ccccc2)c2ccccc2)CC1	4	-1.6	-7	1.1	12	-4	-1	12	6	-0.3
Cc1ccc(/C=N/NC(=O)COc2ccc(Cl)c(C)c2)o1	9	0.9	0	0.4	6	nt	5	18	-1	-0.7
CCn1c(Cc2ccccc2)nnc1SCC(=O)c1c(N)n(C2CC2)c(=O)[nH]c1=O	-3	0.1	6	-0.8	nt	-6	nt	4	9	-0.4
CC(C)NC(=O)COc1coc(CN2CCN(C(=O)c3ccco3)CC2)cc1=O	-3	-0.3	8	1.1	nt	-5	nt	0	-2	i
Cc1cccc(-c2cccc(NC(=O)C3CCCN(C(=O)c4cccnc4)C3)c2)c1 (stereo not drawn)	6	0.2	nt	1.4	-6	-11	-1	-3	21	i
O=C(Nc1ccc(Cl)cc1)NC1CCCCC1	0	-0.7	2	nt	19	-1	4	-2	-8	i
CCN(CC)CCNC(=O)c1ccc(NC(=O)c2ccc(S(=O)(=O)N3CCCC3)cc2)cc1	4	1.0	nt	1.0	nt	-2	nt	3	-8	1.5
CC1CCC(NC(=O)C2c3ccccc3C(=O)N2Cc2cccs2)CC1 (stereo not drawn)	-1	-1.0	7	nt	10	-4	2	6	8	-0.4
CCOC(=O)c1c(C)n(C)c2ccc(OCCN(C)C)cc12	3	-0.9	7	nt	-6	-9	0	7	-6	-0.1
CC1(C)C[C@H]2C3=CCC4[C@@]5(C)CC[C@H](O)C(C)(C)C5CC[C@@]4(C)[C@]3(C)[C@@H](O)[C@@H](O)[C@@]2(CO)[C@@H](O)[C@@H]1O (stereo partly drawn)	1	-1.2	-12	0.5	nt	4	nt	-46	-6	0.6
CCCc1nc2nc(C)c(NS(=O)(=O)c3ccc(C4CCCCC4)cc3)c(=O)n2[nH]1	-7	-0.2	1	-4.9	31	2	3	6	-1	-0.2
N=C1C(c2nc(-c3ccc(Br)cc3)cs2)=C(O)CN1NC(=O)c1ccc([N+](=O)[O-])cc1	0	-0.3	0	0.0	35	-22	2	-2	-7	-0.6
COCCCNC(=O)CC1C[C@H](C(=O)N2CCOCC2)[C@@]2(CCC3CCCC3)c3[nH]c4ccc(OC)cc4c3CCN2C1=O (stereo partly drawn)	-1	0.7	nt	2.1	nt	-3	nt	2	24	i
CCc1cc(-c2n[nH]c(=S)n2C(C)c2ccccc2)cs1 (stereo not drawn)	0	2.5	10	nt	-35	7	-2	2	2	-0.9
COC(=O)c1ccc(CN2CCN(CC=C(C)C)C(CCO)C2)cc1 (stereo not drawn)	0	-0.9	4	0.2	39	-6	0	7	-11	-0.4
CC1(C)C([N+](=O)[O-])C(c2ccc(Cl)cc2)NC(c2ccc(Cl)cc2)C1[N+](=O)[O-] (stereo not drawn)	0	0.4	-20	0.8	23	-17	4	4	-5	-4.6
Cc1cc(C)c(S(=O)(=O)N2CCOC2CNC(=O)C(=O)NCCc2c[nH]c3ccccc23)c(C)c1 (stereo not drawn)	8	1.2	5	0.9	0	14	0	4	15	i
CCC(C)N(C(=O)c1csnn1)C(C(=O)NC1CCCC1)c1c(F)cccc1Cl (stereo not drawn)	-1	-1.0	2	-0.3	2	2	0	3	4	-0.2
Cc1ccc(S(=O)(=O)N2CCC[C@H]2C(=O)Nc2ccc(F)cc2C)cc1	3	-0.4	5	3.0	nt	-3	nt	3	-7	i
COC(=O)c1ccc(CN2C(=O)NC(c3ccccc3)(c3ccccc3)C2=O)o1	-8	0.3	2	0.0	2	1	2	0	20	4.4
CCC(=O)NC(=S)NNC(=O)c1ccc(NC(=O)c2ccccc2)cc1	-4	-1.6	5	0.3	34	-7	3	6	8	-0.9
COC(=O)c1cc2c(s1)-c1ccccc1CC2	2	-1.3	-2	nt	5	-99	0	-4	0	4.2
OC1C2CN3CCN(C2)CC1(Cc1ccccc1)C3 (stereo not drawn)	-2	-1.4	1	nt	-18	-13	-5	5	-2	i
CN1CCN(c2cc(C(F)(F)F)nc(-c3ccccn3)n2)CC1	-9	-0.3	4	0.2	20	1	1	12	1	0.8
O=C(NNS(=O)(=O)c1ccc(F)cc1)c1ccc(O)cc1	1	-1.9	9	0.7	1	-17	3	9	2	-0.3

Reprinted at random: 3 entries already listed, in no set order.
Compound	Anthrax LF prot	PfHsp40 rescue	Rv3671c inh	TcdB GH inh	DUSP3 inh	SSB-PriA inh	3CLpro inhibitor	MazF activator	Y pestis TopoI	Vc quorum ag
Cc1cc(C)c(S(=O)(=O)N2CCOC2CNC(=O)C(=O)NCCc2c[nH]c3ccccc23)c(C)c1 (stereo not drawn)	8	1.2	5	0.9	0	14	0	4	15	i
O=C(NNS(=O)(=O)c1ccc(F)cc1)c1ccc(O)cc1	1	-1.9	9	0.7	1	-17	3	9	2	-0.3
COC(=O)c1cc2c(s1)-c1ccccc1CC2	2	-1.3	-2	nt	5	-99	0	-4	0	4.2

(further entries)
Compound	Anthrax LF prot	PfHsp40 rescue	Rv3671c inh	TcdB GH inh	DUSP3 inh	SSB-PriA inh	3CLpro inhibitor	MazF activator	Y pestis TopoI	Vc quorum ag
O=C(CCC1CCCN(C(=O)c2ccc3[nH]ccc3c2)C1)N1CCN(c2ccccn2)CC1 (stereo not drawn)	1	-1.1	-12	-0.3	25	0	0	-3	9	4.2
CC(=O)Nc1cncc(-c2cccc(C(=O)NCCN(C)C)c2)n1	-2	nt	nt	-2.6	nt	nt	nt	nt	-2	-0.9
CCCOc1ccc(F)cc1-c1cc(C(=O)NCc2ccc(F)cc2)[nH]n1	3	nt	nt	-0.4	nt	nt	nt	nt	-7	i
CC(C)(C)NC(=O)NC(=O)CN1c2cccc3cccc(c23)S1(=O)=O	-6	0.3	9	-3.3	-7	-8	3	3	-3	-1.6
O=C(c1ccc(CNS(=O)(=O)c2cccc(C(F)(F)F)c2)cc1)N1CCOCC1	-2	-0.5	0	nt	6	1&-3	-5	-6	-6	1.8
OCCN(Cc1ccccc1)Cc1ccccc1Cl	-3	-0.2	-2	nt	-4	-16	0	-6	8	i
COc1ccc(C(=O)N/C(=C\c2ccc([N+](=O)[O-])cc2)C(=O)NC(CCSC)C(=O)O)cc1 (stereo not drawn)	1	-1.3	-9	0.4	6	1	0	-4	-10	i
CC(C)(C)c1ccc(OCC(O)CN2CCCC2)cc1 (stereo not drawn)	-1	-0.7	-5	-0.6	-13	-4	-4	6	-4	-0.6
Cc1nc2ncnn2c(C)c1CCC(=O)NCCc1ccccc1	2	-0.6	-2	nt	21	-12	6	0	3	-2.9
CCCOC(=O)C1=C(C)NC2=C(C(=O)CCC2)C1c1cccs1 (stereo not drawn)	-11	2.0	-3	nt	1	-7	3	7	-8	-0.3
CC(C)(C)c1ccc(-c2nnc(SCC(=O)NC3CCS(=O)(=O)C3)n2N)cc1 (stereo not drawn)	-1	-0.4	-5	1.6	-38	-21	4	-4	6	0.2
